Bioassay records (PubChem)
KDM5B inhibitor = KDM5B demethylase inhibition | KDM5B demethylase, FDH-coupled NADH fluorescence (FDH is formaldehyde dehydrogenase) | Q9UGL1 | 220,000 tested, 2.6% active | AID 1347165 | Potency, µM (series often up to 57.7 µM), without a hit: top-dose activity change, negative = inhibition, hits mostly inhibitors; active = well fitted inhibition curve with a large enough effect; inconclusive = small, poorly fitted or top-dose-only effect; inactive = no such curve, though single readings can be large or run the other way; also: 0% is about no effect; nearly all actives have a fitted effect of over 70% in size
Target sequence (Q9UGL1 whole entry, looked up): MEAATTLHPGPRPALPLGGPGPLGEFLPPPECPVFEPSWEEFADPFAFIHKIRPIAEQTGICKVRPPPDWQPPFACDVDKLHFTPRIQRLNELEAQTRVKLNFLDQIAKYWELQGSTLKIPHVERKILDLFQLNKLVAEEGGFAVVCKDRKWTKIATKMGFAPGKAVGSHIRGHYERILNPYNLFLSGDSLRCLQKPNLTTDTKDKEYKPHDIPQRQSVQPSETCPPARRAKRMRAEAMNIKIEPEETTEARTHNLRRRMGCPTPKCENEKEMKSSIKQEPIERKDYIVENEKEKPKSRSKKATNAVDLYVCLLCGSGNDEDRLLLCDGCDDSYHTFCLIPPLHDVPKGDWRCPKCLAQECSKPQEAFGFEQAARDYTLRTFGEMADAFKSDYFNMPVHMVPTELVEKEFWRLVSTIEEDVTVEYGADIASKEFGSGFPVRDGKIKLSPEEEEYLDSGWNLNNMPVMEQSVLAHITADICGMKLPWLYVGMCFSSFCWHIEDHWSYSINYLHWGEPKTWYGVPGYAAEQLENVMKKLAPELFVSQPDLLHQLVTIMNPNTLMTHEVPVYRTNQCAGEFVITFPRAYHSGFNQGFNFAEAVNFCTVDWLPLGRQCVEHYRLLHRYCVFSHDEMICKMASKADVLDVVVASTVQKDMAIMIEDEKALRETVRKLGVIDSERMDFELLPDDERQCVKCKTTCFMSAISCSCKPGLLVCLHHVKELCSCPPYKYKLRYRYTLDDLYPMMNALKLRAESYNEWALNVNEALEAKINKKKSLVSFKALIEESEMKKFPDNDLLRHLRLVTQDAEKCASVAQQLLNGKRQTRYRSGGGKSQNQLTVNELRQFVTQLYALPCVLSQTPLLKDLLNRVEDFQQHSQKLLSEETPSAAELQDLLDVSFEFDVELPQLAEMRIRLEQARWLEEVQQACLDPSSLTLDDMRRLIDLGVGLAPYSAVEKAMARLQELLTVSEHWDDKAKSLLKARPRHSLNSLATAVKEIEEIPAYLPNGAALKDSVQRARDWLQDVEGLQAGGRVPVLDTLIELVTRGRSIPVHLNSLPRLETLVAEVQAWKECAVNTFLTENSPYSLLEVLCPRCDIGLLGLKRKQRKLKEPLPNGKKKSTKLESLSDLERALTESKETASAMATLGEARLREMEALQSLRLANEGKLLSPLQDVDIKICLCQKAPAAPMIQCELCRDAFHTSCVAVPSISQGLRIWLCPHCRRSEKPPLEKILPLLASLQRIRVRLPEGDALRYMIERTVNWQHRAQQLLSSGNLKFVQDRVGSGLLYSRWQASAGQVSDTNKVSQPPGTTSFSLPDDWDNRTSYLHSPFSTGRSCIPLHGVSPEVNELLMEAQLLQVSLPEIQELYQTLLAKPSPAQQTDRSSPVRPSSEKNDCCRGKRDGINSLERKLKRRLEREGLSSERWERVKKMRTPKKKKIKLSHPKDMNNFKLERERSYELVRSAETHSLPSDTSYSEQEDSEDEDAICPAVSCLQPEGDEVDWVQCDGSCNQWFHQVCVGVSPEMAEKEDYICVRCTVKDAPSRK
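Inhibition is measured as reduced NADH fluorescence generation from FDH coupling to formaldehyde release. Truncated KDM5BΔAP at 200 nM final acts on H3K4me3 peptide (12.5 µM in substrate mix) in pH 7.5 HEPES buffer with Tween-20, 30 min, room temperature.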
* = called active by the depositor; ? = inconclusive; [ ] = remark or other dose. Potency is read from the fitted curve at half-maximal effect. Only part of the results is shown; count on the stated rates, not on these rows.

SMILES	KDM5B inhibitor
CN(C)C(=O)N1CCC2(CC1)CN(C(=O)CCCNC(N)=O)Cc1ccccc1O2	-2.4%[115 µM]
CNc1ccc(OC2CCN(C(=O)NCCc3ccccc3)CC2)nc1	28.2µM*
CCOC(=O)c1c(C)[nH]c(C)c1S(=O)(=O)NCC(=O)Nc1ccc(C)c(N(C)C)c1	4.6%
CC(C)C(=O)Nc1ccc2oc(-c3cccc(Cl)c3)nc2c1	-19.6%
Cc1ccccc1-c1cc(C(=O)O)c2ccc(Br)cc2n1	-13.2%
CCOC(=O)c1oc2ccc(S(=O)(=O)n3nc(-c4ccc(Br)cc4)cc3N)cc2c1C	-2.0%
Cc1ccc(F)cc1S(=O)(=O)N1CCCC(Cn2c(C3CC3)nc3cccnc32)C1 (stereo not drawn)	21.3%
COc1ccc(Cl)cc1NC(=O)CC1CCCN(c2cnn(C)c(=O)c2)C1 (stereo not drawn)	-11.9%
COc1ccc(OC)c(CNC(=O)C2CCCCC(=O)N2)c1 (stereo not drawn)	14.7%
O=C(C1CCOCC1)N1CCCC(CCc2ccc(F)c(F)c2)C1 (stereo not drawn)	1.3%
CCOc1ccc(CCNC(=O)CCc2c(C)nc3cc(-c4ccccc4OC)nn3c2C)cc1	1.8%
CC(C)Cn1nnnc1SCCS(=O)(=O)c1cc(Cl)ccc1Cl	2.1%
CCOP(=O)(OCC)c1nc(Cc2ccccc2)oc1NCc1ccc2c(c1)OCO2	19.6%
CC(C)NC(=O)[C@@H]1C[C@@H](NC(=O)c2ccon2)CN1Cc1cccnc1N	-19.1%
Cn1nccc1C(=O)N[C@@H]1CN(Cc2ccccc2)C[C@H]1CO	-9.9%
O=C(Cn1ccc2ccc(Br)cc21)Nc1nccs1	14.7%
COC(=O)c1cnn(-c2ccc(C(=O)Nc3cc(Cl)ccc3C)cc2)c1N	1.2%
c1cc(-c2noc([C@@H]3CCCN3Cc3ncc[nH]3)n2)cc(N2CCOCC2)n1	31.6µM*
Cc1cccc(OCCC(=O)OCC(=O)c2cc3ccccc3o2)c1	-1.8%
COc1cc(CNc2ccc3[nH]c(=O)[nH]c3c2)cc(Cl)c1OCc1ccc(F)cc1	?
CC1CCc2nc3ccccc3c(C(=O)Nc3ccc(F)c(F)c3)c2C1 (stereo not drawn)	14.4%
O=C(Cc1c[nH]c2ccccc12)Nc1ccc(F)c(F)c1	4.0%
CCN(C(=O)Cc1coc2ccc(C)cc12)c1ccccc1	0.6%
Cc1ccc(Cl)cc1NC(=O)CCc1c(C)nc2c3cccnc3nn2c1C	?
COCCN1C(=O)CS(=O)(=O)C12CCN(C(=O)c1sccc1C)CC2	-4.8%
(cont.)
SMILES	KDM5B inhibitor
Cn1cc(CNC(=O)c2ccc(S(=O)(=O)N[C@@H]3CCNC3)cc2)cn1	4.8%
CCOC(=O)CCNC(=O)N1CCN(S(=O)(=O)c2ccc3c(ccn3C)c2)CC1	-4.9%
CC(C)(C)c1noc(-c2nnn3c2COC(c2ccc(F)cc2)C3)n1 (stereo not drawn)	-3.3%
Cc1cc(C)c(NS(=O)(=O)c2ccc(-c3cnc(C4CC4)o3)cc2)c(C)c1	?
COc1cc(Nc2ncncc2-c2nc(-c3ccccc3)no2)cc(OC)c1OC	-24.2%
CCn1c(SCC(=O)Nc2sc(C)c(C)c2C#N)nnc1C1CC1	12.5%
CN(Cc1ccc(OC(F)(F)F)cc1)C(=O)C1(c2ccc(Cl)cc2)CCOCC1	?
Cc1cc(=O)n(CC(=O)NC(C)c2ccccc2)c2c1c(C)nn2C (stereo not drawn)	-15.6%
CCN(Cc1ccccc1)C(=O)CCS(=O)(=O)c1cc2c(cc1Cl)NC(=O)CO2	1.7%
CCc1ccc(NC(=O)c2cc3n(n2)CC(c2ccc(Cl)cc2)OC3)cc1 (stereo not drawn)	?
Cc1cc(NC(=O)N(Cc2ccco2)Cc2cccs2)no1	5.1%
COc1ccc(C2Cn3nnc(-c4noc(-c5ccsc5)n4)c3CO2)cc1 (stereo not drawn)	-6.2%
CCCCNC(=S)NCCCC	8.3%
CCOC(=O)c1ccccc1NC(=O)Cn1c(=O)n(Cc2ccc(C)cc2)c(=O)c2ccccc21	3.7%
COc1ccc(CN2CCN(C(=O)c3cc4ccc(OC)cc4nc3C)CC2)cc1	?
O=c1[nH]c(CN2CCCCCCC2)nc2c(Br)cc(Br)cc12	-17.2%
CC(C)=CCN1CCN(Cc2ccc(N3CCNC3=O)cc2)CC1CCO (stereo not drawn)	13.7%
Nc1nc(NCc2ccc(Cl)cc2)c2[nH]cnc2n1	-12.1%
Cc1c(Cc2ccccc2)c(=O)oc2cc3c(cc12)CCC1(CCCCC1)O3	?
O=C(C1CCN(c2cn[nH]c(=O)c2)C1)N1CCCC1 (stereo not drawn)	12.7%
CCC(C)NC(=O)C1COC2(CCN(C(=O)c3cccc(F)c3)CC2)N1C(=O)c1cccc(OC)c1 (stereo not drawn)	8.3%
CNC(=O)NC(=O)CN(CCC(C)C)C1CC1	21.2%
CC(=O)N1CCCN(c2ncnc3c2CN(c2cccc(C)c2)C(=O)N(C)C3)CC1	-26.5%
CCOC(=O)C1CCN(C(=O)c2ccccc2NC(=O)c2nsc3ccccc23)CC1	-23.9%
O=C(NCCCCc1ccccc1)c1nn(-c2ccccc2)nc1CO	?
(further entries)
SMILES	KDM5B inhibitor
Cc1ccc(CNC(=O)CN(C)S(=O)(=O)c2ccc3c(c2)c(=O)n(C)c(=O)n3C)cc1	-16.3%
Cc1ccc([S+](=O)([O-])N2CCCC(c3nn(-c4ccccc4)c(=O)[nH]3)C2)cc1 (stereo not drawn)	-14.9%
CNS(=O)(=O)c1cn(CC(=O)N2CCN(c3ccc(C(C)=O)cc3)CC2)cc1S(=O)(=O)NC	?
CSc1ccc(CCNC(=O)CCc2c(C)nc3c(c(C)nn3-c3ccc(C)c(C)c3)c2C)cc1	-18.0%
COc1ccc(OCCCC(=O)Nc2ccc3c(C)cc(=O)oc3c2)cc1	-37.1%
Fc1cccc(NCc2ccccc2-c2nnc(-c3ccccc3Cl)o2)c1	16.4%
CN1CCc2c(sc3c2c(=O)n(-c2ccccc2)c2nnc(SCc4ccc(F)cc4)n32)C1	31.6%[activator]
Cn1c(=O)c2c(ncn2CCC(=O)Nc2ccc(F)c(Cl)c2)n(C)c1=O	18.1%
Cc1nc(-c2ccccc2OC2CN(S(=O)(=O)Cc3ccccc3)C2)no1	-6.8%
COCc1nc(C2CCN(C(=O)c3ccnn3C)C2)no1 (stereo not drawn)	1.5%
Cc1c(O)ccc(/C(Cc2ccc3ccccc3n2)=N\N)c1O	-25.4%
O=C(NCc1ccc(F)cc1F)c1cc2n(n1)CC(c1ccc(Cl)cc1)OC2 (stereo not drawn)	0.1%
Cc1ccc2c(c1)cc(C(=O)N1CCN(C)CC1)n2C	6.4%
Cc1c(NC(=O)c2nn(C)c(=O)c3ccccc23)c(=O)n(-c2ccccc2)n1C	1.5%
COc1ccc(-c2nnc3c(C(=O)Nc4cccc5ccccc45)cccn23)cc1	?
c1cncc(CN2CCC[C@H]2c2nc(-c3ccc(-n4ccnc4)nc3)no2)c1	?
COc1ccc(CCNC(=O)c2c(C)oc3ncn(C)c(=O)c23)c(OC)c1	-3.1%
CSc1ccc(CCNC(=O)c2ccc3c(c2)nc2n3CCCCC2)cc1	-5.4%
O=C(NCC1CCCO1)c1cccc(Oc2ccc([N+](=O)[O-])cc2)c1 (stereo not drawn)	-4.4%
COC1C(=O)N(CC2CC2)C12CCN(C(=O)COc1ccc(F)cc1)CC2 (stereo not drawn)	-3.5%
CCCSc1ncc(Cl)c(C(=O)Nc2cccc(C(F)(F)F)c2)n1	0.7%
Cc1cccc(NC(=O)N2CCC(CCNC(=O)Cc3ccccc3F)CC2)c1	-10.0%
CCCN(C)c1nccnc1OC1CCN(C(=O)C2CCCCC2)C1 (stereo not drawn)	?
Cc1ccc(C(=O)c2ccc(-c3ccccc3)cc2)cc1	6.6%
O=C1CCCc2cc(S(=O)(=O)NCC3CCC(C(=O)NCc4ccccc4Cl)CC3)ccc2N1 (stereo not drawn)	-15.2%

Part of the list above, in markdown.
| Compound | KDM5B inhibitor |
| --- | --- |
| CNc1ccc(OC2CCN(C(=O)NCCc3ccccc3)CC2)nc1 | 28.2µM* |
| CCOC(=O)c1c(C)[nH]c(C)c1S(=O)(=O)NCC(=O)Nc1ccc(C)c(N(C)C)c1 | 4.6% |
| CC(C)C(=O)Nc1ccc2oc(-c3cccc(Cl)c3)nc2c1 | -19.6% |
| Cc1ccccc1-c1cc(C(=O)O)c2ccc(Br)cc2n1 | -13.2% |
| CCOC(=O)c1oc2ccc(S(=O)(=O)n3nc(-c4ccc(Br)cc4)cc3N)cc2c1C | -2.0% |
| Cc1ccc(F)cc1S(=O)(=O)N1CCCC(Cn2c(C3CC3)nc3cccnc32)C1 (stereo not drawn) | 21.3% |

(continued)
SMILES	KDM5B inhibitor
Cc1cccc(C)c1-n1ncc(C(=O)NCCN2CCN(C)CC2)c1C1CCN(C(=O)OC(C)(C)C)CC1	13.9%
Cc1cccc(NC(=O)N2CCC(CCNC(=O)c3cnccn3)CC2)c1	4.5%
CC1=C(C(=O)OCC2CCCCC2)C(c2ccc(F)cc2F)CC(=O)N1 (stereo not drawn)	2.7%
Cc1cccc(NC(=O)N2CCC(Oc3ccc(-c4noc(C)n4)cc3)C2)c1 (stereo not drawn)	-9.0%
Cc1cccc(Cn2c(SCc3ccc(C(=O)NCc4ccccc4F)cc3)nc3ccncc32)c1	?
CSc1ccc(CCNC(=O)CCc2c(C)nc3c4cccnc4nn3c2C)cc1	?
O=C(Nc1ccc2oc(-c3ccccc3F)nc2c1)c1ccccc1	?
CS(=O)(=O)N1CCCN(C(=O)Cc2ccc(OC(F)(F)F)cc2)c2ccccc21	7.0%
O=C(NC1CCCc2nc(N3CCC(CO)CC3)ncc21)c1ccccn1 (stereo not drawn)	?
Cc1cccc(C)c1NC(=O)c1sc(N)nc1-c1ccccc1	-1.2%
Cc1cc(C(=O)CSc2nnnn2C2CCCC2)c(C)n1Cc1ccco1	-14.0%
CC(=O)c1ccc(NC(=O)COC(=O)COc2ccc(C3SCCCS3)cc2)cc1	-2.5%
Fc1cccc(CN2CCN(Cc3nc(CCc4ccccc4)no3)CC2)c1	9.5%
COc1cc(C(=O)NCCc2sc(-c3cccc(F)c3)nc2C)cc(OC)c1OC	-13.5%
Cc1ccccc1C(=O)N1CCC(C(=O)Nc2ccc(F)cc2F)CC1	6.2%
O=C1NC(C(=O)NCc2ccc3c(c2)OCO3)Cn2cccc21 (stereo not drawn)	13.0%
COc1ccc(CNC(=O)Cn2c(=O)oc3cc(S(=O)(=O)N4CCC(C)CC4)ccc32)cc1	-24.0%
CCCCN(C)CCCNC(=O)c1cc(-c2cccnc2)nc2ccccc12	?
COc1ccccc1N(CC(=O)Nc1ccc2c(c1)OCCO2)S(=O)(=O)c1ccc(C)cc1	-28.1%
COc1cc(CNC(=O)c2c(C)noc2-c2ccc(OC(F)(F)F)cc2)cc(OC)c1	-5.6%
Cc1cc(C(C)(C)C)cc(C)c1CS(=O)(=O)CCCO	2.0%
COc1ccc(CN2C[C@H]3CN(Cc4cccc(OC(F)(F)F)c4)CCN3C2=O)cc1	9.6%
Cc1[nH]nc2c1C(c1ccc(Cl)c(Cl)c1)C1=C(COC1=O)N2 (stereo not drawn)	?
Cc1noc(CN(C)C(=O)c2ccc(S(=O)(=O)NCCO)cc2)n1	-15.1%
CC1(C)CC(CNCCC(c2ccc(F)cc2)c2ccco2)CCO1 (stereo not drawn)	-2.4%
The list goes on.
SMILES	KDM5B inhibitor
c1cncc(CN2CCC(C3CCN(Cc4ccc[nH]4)C3)CC2)c1 (stereo not drawn)	14.1µM*
COc1cc2c(cc1OC)n(Cc1ccc([N+](=O)[O-])cc1)c(=O)n1nc(-c3ccccc3)nc21	-7.6%
Cc1c(NC(=O)c2cccc([N+](=O)[O-])c2C)cccc1-c1nc2ccccc2o1	11.6%
Cc1cccc(C)c1OCc1cc(C(=O)N2CCCCCCC2)no1	-9.0%
Cc1nc(CCCNC(=O)[C@H]2CCC[C@@H](O)C2)sc1C	-11.2%
COc1cc(C(=O)NCC(c2cccs2)S(=O)(=O)c2cccs2)cc(OC)c1OC (stereo not drawn)	-19.9%
COCCNc1ncc(-c2ccnc(C)c2)c2c1OCC2	?
CSCCC(NC(=O)c1ccccc1Br)C(=O)Nc1cc(Cl)cc(Cl)c1 (stereo not drawn)	14.1%
CCC(=O)N1CCC(O)(c2ccccc2)[C@H](N(C)C)C1 (stereo partly drawn)	-3.9%
Cc1ccc(C2Nc3ccccc3C(=O)N2CCCN2CCOCC2)cc1 (stereo not drawn)	?
CSc1ccc(/C=C/C(=O)c2ccc3c(c2)OCCO3)cc1	-21.4%
Cc1ccccc1C1NC(c2ccccc2C)C(C)C(=O)C1C (stereo not drawn)	22.5%
Cc1ccc(C(=O)N2CCC3(CC2)N(C)C(=O)CS3(=O)=O)cc1F	22.7%
COc1ccc(C(=O)Oc2cc(C)cc(OC(=O)c3ccc(OC)cc3)c2)cc1	1.3%
COc1ccc(NC(C)(C)C(=O)N2CCC3(CCN(C)CC3)C2)cc1	?
CC(C)(Cc1cc(=O)c2ccccc2[nH]1)C1CCCCC1	30.7%[activator]
O=S(=O)(c1ccccc1)N1CCNCC1	33.4%
O=C(CCNS(=O)(=O)c1ccc2c(c1)CCN2C(=O)C1CC1)N1CCN(c2cccc(C(F)(F)F)c2)CC1	?

KDM5B inhibitor, what is marked active above
SMILES	KDM5B inhibitor
CNc1ccc(OC2CCN(C(=O)NCCc3ccccc3)CC2)nc1	28.2µM*
c1cc(-c2noc([C@@H]3CCCN3Cc3ncc[nH]3)n2)cc(N2CCOCC2)n1	31.6µM*
c1cncc(CN2CCC(C3CCN(Cc4ccc[nH]4)C3)CC2)c1 (stereo not drawn)	14.1µM*
